hERG protect = compounds protecting human hERG from proarrhythmic drug block | CHO-hERG, FluxOR thallium flux, dofetilide IC70 present | activation (rescue from dofetilide block), less the hit threshold, % at 10 µM | actives 0.51% (n = 310,000) | AID 1511;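 active = activation above the mean of controls blocked by dofetilide plus 5 SD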;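 note: thallium influx through hERG after potassium depolarization seen as dye fluorescence rise; in these data hits start at about 4.7%; inactives centre near -7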
KCNK9 inh = inhibitors of human KCNK9 two-pore domain potassium channel | Q9NPC2 | B-score at 10 µM | AID 488922 | actives 1.2% (n = 310,000) | HEK293 KCNK9, FluxOR thallium flux fluorescence; stronger effect = lower value;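 active = ratio B-score over 3 SD below the library mean, with starting fluorescence within 5 SD of its mean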;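 note: negative B-score means less thallium flux so channel inhibition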
Target sequence (Q9NPC2 whole entry, looked up, the tested form may be a part): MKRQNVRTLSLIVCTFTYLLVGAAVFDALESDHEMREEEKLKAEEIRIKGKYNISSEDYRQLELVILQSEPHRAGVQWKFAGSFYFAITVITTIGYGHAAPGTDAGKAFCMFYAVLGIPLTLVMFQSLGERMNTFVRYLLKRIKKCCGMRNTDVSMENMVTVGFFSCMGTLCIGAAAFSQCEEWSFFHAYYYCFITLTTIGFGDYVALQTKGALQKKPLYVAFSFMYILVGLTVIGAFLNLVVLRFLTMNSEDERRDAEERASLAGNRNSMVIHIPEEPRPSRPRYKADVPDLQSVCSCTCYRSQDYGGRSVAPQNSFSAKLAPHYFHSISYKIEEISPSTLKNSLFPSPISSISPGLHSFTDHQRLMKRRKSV
KCNQ1 block = blocks the human KCNQ1 potassium channel. CHO-K1 KCNQ1, FluxOR thallium flux fluorescence; stronger effect = higher value. P51787. AID 2642. B-score at 10 µM. actives 1.3% (n = 310,000);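 active = compounds whose thallium flux B-score, printed positive for inhibition, exceeds three library SD while starting fluorescence stays within three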;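 note: channel opened by potassium depolarization with thallium stimulus after 20 min compound exposure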
GSK3B inh = human GSK3beta kinase inhibition. P49841. GST-GSK3beta kinase, ADP-Glo luminescence, 60 min; stronger effect = lower value. activity score (negative = inhibition), % at 10 µM. actives 0.038% (n = 300,000). AID 2097;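 active = more than half of replicate wells score below -50%, meaning over 50% inhibition versus plate controls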;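 note: 0% = median DMSO wells and -100% = median GW8510 positive control wells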
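test system = GST-tagged human GSK3beta kinase, cell-free | reagent = 25 µM ATP with peptide substrate | dosing = one dose of 10 µM per compound | schedule = 60 min reaction, RT | detection = luminescent ADP-Glo measurement of ADP formed | control set = DMSO neutral wells and GW8510 at 20 µM as positive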
Dyrk1A ADPGlo = blocks rat Dyrk1A kinase activity. ADP-Glo luminescence, NFATc1 peptide. inhibition, % at 12.5 µM. actives 0.43% (n = 310,000); in the data active = inhibition above about 50%;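 note: plate controls were vehicle with enzyme for no effect and no enzyme for full effect; many of its hits are not listed in these tables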
RGS4 act = potentiators or activators of RGS4 | B-score at 10 µM | HEK293 M3R/inducible RGS4, carbachol calcium flux Fluo4; stronger effect = lower value | AID 463111 | actives 0.92% (n = 310,000);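 active = B-score of the integrated calcium signal more than 4 SD below the library mean, with starting fluorescence not abnormally high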;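 note: negative B-score means reduced calcium response which marks RGS4 activation or potentiation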
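Material: M3R-expressing HEK293 line, RGS4 induced by doxycycline | Schedule: Overnight RGS4 induction, 30 min dye load 37 °C, 20 min compound RT | Measured by: Fluo4 fluorescence kinetic imaging of calcium | Read-out: Integrated calcium ratio converted to B score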
KCNQ1 pot = human KCNQ1 channel potentiation or activation | CHO-K1 KCNQ1, thallium flux FluxOR fluorescence; stronger effect = higher value | B-score at 10 µM | actives 0.35% (n = 310,000) | AID 2648;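 active = fluorescence ratio B-score, a plate-corrected score, at least three library SD, with initial intensity B-score within 5 SD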
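Schedule – 37 °C overnight plating, 90-min dark dye load, 20-min compound pretreatment · System – stable KCNQ1 CHO-K1 line · Probe or stimulus – thallium- and potassium-containing depolarizing buffer · Measured by – kinetic FluxOR fluorescence, 10 s baseline plus 110 s post-stimulus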
RGS4 inh = inhibitors of human RGS4; P49798; HEK293 M3R/RGS4 inducible, Fluo-4 calcium flux; stronger effect = higher value; triggered by carbachol at its EC20; B-score at 10 µM; actives 0.45% (n = 310,000);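 active = B-score, a plate-corrected calcium signal, over three deviations above library mean, with baseline fluorescence within five deviations of library mean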;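 note: RGS4 expression induced by doxycycline in cells with stable M3 receptor; B-score is computed from the integrated fluorescence ratio over baseline after carbachol; higher B-score means a larger calcium signal and so more RGS4 inhibition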
PolyA inhibitor = blocks polyadenylation in yeast reporter cells | calls only at 12 µM | actives 0.02% (n = 300,000) | S. cerevisiae SKY197-pL101 polyadenylation reporter, beta-gal luminescence; efflux-impaired pdr1/pdr3 knockout yeast; score 100 = 6 SD above DMSO;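 active = lowest replicate activity score at least 50, where 100 means six control SD above control mean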;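 note: yeast exposed to compound for 9 h at 30 °C; higher score means more reporter readthrough which indicates perturbed polyadenylation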
KCNK3 block = human KCNK3 channel inhibition, primary screen; O14649; CHO-KCNK3 thallium flux, FluxOR fluorescence; stronger effect = lower value; AID 602410; B-score at 10 µM; actives 0.84% (n = 340,000);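 active = B-score under library mean minus 4 SD, starting fluorescence ratio at most library mean plus 5 SD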;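 note: more negative B-score means stronger inhibition of thallium flux through KCNK3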
GSK3A inh = inhibitors of human GSK-3 alpha kinase. inhibition, % at 10 µM. ADP-Glo luminescence, 60 min. actives 0.1% (n = 320,000);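 in the data active = inhibition above about 50%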;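 note: GST-tagged GSK-3 alpha with peptide substrate and 25 µM ATP; 0% = DMSO neutral wells and 100% = GW8510 positive control wells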
Target sequence (P49840 whole entry, looked up): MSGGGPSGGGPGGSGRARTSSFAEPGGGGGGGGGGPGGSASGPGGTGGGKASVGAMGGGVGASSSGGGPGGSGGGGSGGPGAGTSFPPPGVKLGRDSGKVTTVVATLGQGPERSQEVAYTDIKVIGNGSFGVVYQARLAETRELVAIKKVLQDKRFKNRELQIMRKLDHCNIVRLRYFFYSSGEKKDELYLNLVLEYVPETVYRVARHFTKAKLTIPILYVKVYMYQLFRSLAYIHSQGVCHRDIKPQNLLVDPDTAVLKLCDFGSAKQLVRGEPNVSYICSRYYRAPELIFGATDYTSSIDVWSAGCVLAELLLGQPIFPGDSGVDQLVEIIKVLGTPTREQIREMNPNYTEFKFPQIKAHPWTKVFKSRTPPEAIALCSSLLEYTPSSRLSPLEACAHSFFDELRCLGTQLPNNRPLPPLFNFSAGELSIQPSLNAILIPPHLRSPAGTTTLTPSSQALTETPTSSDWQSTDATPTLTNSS
* = called active by the depositor; i = inactive; · = not tested or not shown. The list is partial; rates above refer to the full screens.

SMILES | hERG protect | KCNK9 inh | KCNQ1 block | GSK3B inh | Dyrk1A ADPGlo | RGS4 act | KCNQ1 pot | RGS4 inh | PolyA inhibitor | KCNK3 block | GSK3A inh
CCOC(=O)CC(NS(=O)(=O)c1ccc(OC)c(OC)c1)c1cccc([N+](=O)[O-])c1 (stereo not given) | -10 | i | i | 4 | -2 | i | i | i | i | i | -2
O=C1CCN=C(Nc2ccc(F)cc2)N1Cc1ccccc1 | -16 | i | i | -8 | 5 | i | i | i | i | i | -2
CC(C)c1ccc(C(=O)NCCCN2CCN(CCCNC(=O)c3ccc(C(C)C)cc3)CC2)cc1 | -18 | i | i | -27 | 1 | i | i | i | i | i | 1
COc1ccccc1N(C(=O)CNC(=O)c1ccco1)C(C(=O)NC1CCCCC1)c1ccncc1 (stereo not given) | -5 | i | i | -4 | -2 | i | i | i | i | i | -2
Cc1ccc2c(c1)c(-c1ccccc1)nc1nncn12 | -2 | i | i | 0 | 9 | i | i | i | · | i | 3
COC(=O)c1ccsc1NC(=O)CSc1nnnn1Cc1ccccc1 | 2 | i | i | -3 | -3 | i | i | i | · | i | -3
O=C(C1CCC(=O)N(C2CCCC2)C1)N1CCN(Cc2cccc(Cl)c2)CC1 (stereo not given) | -10 | i | i | 4 | -1 | i | i | i | i | i | 1
O=S(=O)(/N=C(\c1ccc(Cl)cc1)N1CCOCC1)c1ccccc1 | -7 | i | i | -5 | -3 | i | i | i | i | i | -3
CC(C)(C)[C@H]1CCC(=O)N([C@H](CN=[N+]=[N-])Cc2ccccc2)CC1 | -8 | i | i | -1 | 4 | i | i | i | i | i | -2
O=c1cc(O)c(-c2ccc(Cl)c(Cl)c2)c(Cl)[nH]1 | -11 | i | i | 5 | 8 | i | i | i | i | i | -2
CCn1c(-c2ccsc2)nc2c1c(=O)[nH]c(=O)n2Cc1ccccc1 | -15 | i | i | -3 | -3 | i | i | i | i | i | ·
COc1cccc(NC(=O)CN(C)C(C)C(=O)Nc2ccc(S(=O)(=O)N3CCCC3)cc2)c1 (stereo not given) | -18 | i | i | 0 | -1 | i | i | i | i | i | -3
COc1ccc(-c2nn3c(-c4ccccc4)nnc3s2)cc1OC | -15 | i | i | 0 | 11 | i | i | i | i | i | 2
N#Cc1ccccc1NC(=O)c1cccc(COc2ccc(Cl)cc2Cl)c1 | -2 | i | i | -6 | 0 | i | i | i | i | i | 0
CC(=O)Nc1ccc(N2C(=O)CSC2c2ccc(F)cc2)cc1 (stereo not given) | -7 | i | i | 1 | -5 | i | i | i | i | i | 4
COc1ccc(C(=O)COC(=O)c2ccc(-n3cnnn3)cc2)c(OC)c1 | -13 | i | i | -1 | · | i | i | i | i | i | 0
CCN(CC)CC(O)COc1ccccc1C(=O)CCc1ccccc1 (stereo not given) | -11 | i | i | 5 | -3 | i | i | i | i | i | -2
CCn1c(SCC(=O)Nc2ccccc2)nc2c1c(=O)n(C)c(=O)n2C | -1 | i | i | 1 | -13 | i | i | i | i | i | 1
CCc1cccc(OCC(=O)Nc2ccc(S(=O)(=O)Nc3onc(C)c3C)cc2)c1 | -3 | i | i | 5 | 12 | i | i | i | i | i | -8
Cc1nc2sccn2c(=O)c1S(=O)(=O)N1CCN(c2cccc(C(F)(F)F)c2)CC1 | -8 | i | i | 2 | 4 | i | i | i | i | i | 1
CC(=O)Nc1nonc1-c1nc2ccccc2n1Cc1ccccc1 | -9 | i | i | -1 | -3 | i | i | i | i | i | -1
COc1cc(Cc2nccc3cc(OC)c(OC)cc23)c(NC(C)=O)cc1OC | -3 | i | i | -4 | 4 | i | i | i | i | i | -4
COc1ccccc1NC(=O)CN1CCN(CC(=O)Nc2cc(NC(C)=O)ccc2OC)CC1 | -12 | i | i | -16 | -13 | i | i | i | i | i | -5
CCn1c(CN2CCOCC2)nnc1SCC(=O)Nc1cccc(C)c1 | -15 | i | i | 0 | 4 | i | i | i | i | i | 0
COc1ccc(C)cc1-n1nnnc1SCC(=O)c1cc(C)n(Cc2ccco2)c1C | -12 | i | i | -3 | -2 | i | i | i | i | i | -14
CC(C)(C)Nc1nc(N2CCCC2)nc(N2CCCC2)n1 | -1 | i | i | 3 | 0 | i | i | i | i | i | -1
CCN(CC)C(=O)CSc1nnc(-c2ccco2)n1Cc1ccco1 | -6 | i | i | 1 | -6 | i | i | i | i | i | -3
NNC(=O)CSc1nc(-c2ccccc2)cn1-c1ccccc1 | -5 | i | i | 4 | 0 | i | i | i | i | i | 2
Cc1ccc(-c2nnn(CC(=O)N(CC(=O)NC3CCCC3)c3ccccc3F)n2)o1 | -9 | i | i | 4 | -2 | i | i | i | i | i | ·
Cc1[nH]n(-c2ccccc2)c(=O)c1/C=N/N(c1ccccc1)c1ccccc1 | -5 | i | i | 4 | -4 | i | i | i | i | i | -4

Sorted by formula weight (smallest number first): nine of the compounds above.
SMILES | hERG protect | KCNK9 inh | KCNQ1 block | GSK3B inh | Dyrk1A ADPGlo | RGS4 act | KCNQ1 pot | RGS4 inh | PolyA inhibitor | KCNK3 block | GSK3A inh
CC(C)(C)Nc1nc(N2CCCC2)nc(N2CCCC2)n1 | -1 | i | i | 3 | 0 | i | i | i | i | i | -1
CC(=O)Nc1nonc1-c1nc2ccccc2n1Cc1ccccc1 | -9 | i | i | -1 | -3 | i | i | i | i | i | -1
COc1ccc(-c2nn3c(-c4ccccc4)nnc3s2)cc1OC | -15 | i | i | 0 | 11 | i | i | i | i | i | 2
CCN(CC)C(=O)CSc1nnc(-c2ccco2)n1Cc1ccco1 | -6 | i | i | 1 | -6 | i | i | i | i | i | -3
COc1ccc(C(=O)COC(=O)c2ccc(-n3cnnn3)cc2)c(OC)c1 | -13 | i | i | -1 | · | i | i | i | i | i | 0
CCn1c(CN2CCOCC2)nnc1SCC(=O)Nc1cccc(C)c1 | -15 | i | i | 0 | 4 | i | i | i | i | i | 0
COc1cc(Cc2nccc3cc(OC)c(OC)cc23)c(NC(C)=O)cc1OC | -3 | i | i | -4 | 4 | i | i | i | i | i | -4
Cc1ccc(-c2nnn(CC(=O)N(CC(=O)NC3CCCC3)c3ccccc3F)n2)o1 | -9 | i | i | 4 | -2 | i | i | i | i | i | ·
CCc1cccc(OCC(=O)Nc2ccc(S(=O)(=O)Nc3onc(C)c3C)cc2)c1 | -3 | i | i | 5 | 12 | i | i | i | i | i | -8

Other structures follow.
SMILES | hERG protect | KCNK9 inh | KCNQ1 block | GSK3B inh | Dyrk1A ADPGlo | RGS4 act | KCNQ1 pot | RGS4 inh | PolyA inhibitor | KCNK3 block | GSK3A inh
O=C(NC(Cc1ccccc1)C(=O)O)/C(=C\c1ccc(Br)cc1)NC(=O)c1ccc(Br)o1 (stereo not given) | -7 | i | i | -1 | 1 | i | i | i | i | i | -5
CCOc1ccccc1Nc1cc(C)nc2nnnn12 | -3 | i | i | 2 | 3 | i | i | i | i | i | 1
Cc1ccc(-c2n[nH]c(=S)n2/N=C/c2ccc(C)o2)cc1 | -6 | i | 6* | 8 | 6 | i | i | i | i | i | 4
COc1cc(CN2CCC(Cc3ccccc3)CC2)cc([N+](=O)[O-])c1O | -4 | i | i | -4 | -4 | i | i | i | i | i | 1
CCOc1ccc(CNC(=O)C2CCN(S(=O)(=O)CC)CC2)cc1OC | 1 | i | i | 2 | -2 | i | i | i | i | i | -2
Cc1cccn2c(NCc3ccc4c(c3)OCO4)c(-c3ccc(O)cc3)nc12 | -5 | i | i | 1 | 11 | i | i | i | i | i | -4
CCOc1ccccc1C(=O)NCC(=O)N(C)Cc1cccnc1 | -8 | i | i | · | 2 | i | i | i | i | i | -1
CCCNC(=O)C1CCN(S(=O)(=O)c2ccc(-c3nn[nH]n3)cc2)CC1 | -4 | i | i | 1 | -2 | i | i | i | i | i | -1
CCC(=O)Nc1c(-c2ccc3ccccc3c2)nc2ccccn12 | -5 | i | i | 5 | 3 | i | i | i | i | i | 0
C/C(Cn1cnc([N+](=O)[O-])n1)=N\NC(=O)c1cccnc1 | -3 | i | i | -1 | 2 | i | i | i | i | i | -2
CCC(C)(C)c1ccc(OCCCC[n+]2ccc(C)cc2)c(C(C)(C)CC)c1 | -25 | -7.7* | 7* | -1 | · | -9.3* | i | i | i | · | 17
O=C(c1cccs1)N1CCN(c2ncc(Br)cn2)CC1 | -7 | i | i | -2 | 0 | i | i | i | i | i | 1
CN(CC(=O)Nc1cccc(F)c1)C(=O)c1ccccc1OCCOc1ccccc1 | -22 | i | i | -2 | 18 | i | i | i | i | i | -2
Cc1ccc(-n2c(C)nc3c(cnn3-c3ccc(F)cc3)c2=O)cc1C | -3 | i | i | -30 | -2 | i | i | i | i | i | -1
Cc1c(C(=O)NCCSCc2c(Cl)cccc2Cl)cccc1[N+](=O)[O-] | -8 | i | i | 3 | 1 | i | i | i | i | i | -1
CCOc1ccc(CNS(=O)(=O)c2c(C(=O)N3CCCC3)c(C)n(C)c2C)cc1OC | -9 | i | i | 0 | -1 | i | i | i | i | i | -2
CN(C)C(CNC(=S)Nc1cccc(Cl)c1)c1ccccc1 (stereo not given) | -23 | i | i | 3 | · | i | i | i | i | i | 0
CN(C)c1ccc(N=Cc2nc(-c3ccccc3)oc2OC(=O)c2cccc(Br)c2)cc1 | -7 | -6.6* | i | 3 | 6 | i | i | i | i | i | 1
CCOC(=O)c1c(NC(=O)Cn2nc(C(F)F)cc2C(F)F)sc(C)c1C | -8 | -10* | i | 2 | -44 | i | i | i | i | -13* | 0
CN(C)c1cc[n+](CC(=O)Nc2ccc(Cl)cc2)cc1 | -11 | i | i | -1 | 1 | i | i | i | i | i | -3
